Screening results deposited in PubChem BioAssay by Broad Institute.
Tcruzi prolif – T. cruzi intracellular proliferation inhibitors, primary screen, cell-based, beta-gal Tulahuen parasites, NIH3T3 host, luminescence | T. cruzi beta-gal in NIH3T3, GalScreen luminescence, 90 h | 5.9% of 77,000 active | AID 624255, 2012 | inhibition, % at 8.34 µM;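 active = mean inhibition above about 93%, with at least 55% of replicates each passing it, limit read from the data, passing the limit was not always enough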
KDM4C inh – inhibitors of GASC-1 (KDM4C) histone demethylase, primary screen, biochemical, single concentration HTS. Lysine-specific demethylase 4C (Homo sapiens), Q9H3R0. GST-KDM4C 2-372, H3K9me3 peptide, LANCE TR-FRET. inhibition, % at 12.5 µM. 0.15% of 96,000 active. AID 720574, 2013;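 active = mean replicate inhibition above about 25%, with at least 55% of replicates also reaching it, limit read from the data, passing the limit was not always enough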
Target sequence (Q9H3R0 2-372 limits assumed): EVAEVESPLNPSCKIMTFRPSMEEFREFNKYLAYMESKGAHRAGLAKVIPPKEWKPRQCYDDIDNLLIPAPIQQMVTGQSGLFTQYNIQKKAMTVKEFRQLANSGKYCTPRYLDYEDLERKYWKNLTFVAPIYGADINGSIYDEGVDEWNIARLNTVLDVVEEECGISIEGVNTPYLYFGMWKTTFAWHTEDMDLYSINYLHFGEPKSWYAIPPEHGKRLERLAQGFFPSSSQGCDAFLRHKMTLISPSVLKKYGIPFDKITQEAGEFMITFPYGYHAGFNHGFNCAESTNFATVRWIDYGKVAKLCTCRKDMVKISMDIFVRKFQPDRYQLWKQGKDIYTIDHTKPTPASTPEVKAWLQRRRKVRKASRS
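Assay system: GST-GASC-1 enzyme fragment 2-372 | Amount: 10 nM enzyme | Medium: HEPES buffer, pH 7.5, plus ascorbate | Reagent: H3K9me3 peptide substrate, Fe(II), 2-oxoglutarate | Doses: Single-point compound screen | Incubation: 30 min demethylation and 1 h detection at room temperature | Measured by: LANCE TR-FRET, excitation 340 nm, emissions 618 and 671 nm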
C diff growth – C. difficile growth inhibitors, primary screen, HTS | growth activity, negative = inhibition, % at 16 µg/mL (by protocol) | Clostridium difficile clinical isolate growth, OD600, 24 h; active compounds read low | 0.25% of 86,000 active | AID 1259249, 2017;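 active = mean growth activity at or below -80% and every replicate also at or below -80%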;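 note: 0% = DMSO wells and -100% = levofloxacin 16 µg/mL wells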
Pf Dd2 growth – P. falciparum Dd2 growth inhibitors, primary screen, SYBR Green fluorescence, single dose replicates; 2.3% of 94,000 active; activity change, % at 10 µM; 72 h; active compounds read low; in the data active = activity change below about -80%
* marks the source's active call; other numbers are inactive results; x = no result given; & = joins results of further samples; ! = not confirmed by another sample.

SMILES | Tcruzi prolif | KDM4C inh | C diff growth | Pf Dd2 growth
CN(C)C(=O)c1cccc(-c2cccc(-c3nc(C(=O)NC4CCCCC4)cc4c3[C@H](CCO)N([S@@](=O)C(C)(C)C)C4)c2)c1 | 78 | -4.9 | x | -84*
C[C@@H]1CN([C@@H](C)CO)C(=O)c2cc(NC(=O)Nc3ccc4c(c3)OCO4)ccc2O[C@@H]1CN(C)S(=O)(=O)c1cccs1 | -20 | 0.5 | 3 | -7
C[C@@H]1CN([C@H](C)CO)C(=O)c2cc(NC(=O)c3ccccc3)ccc2O[C@@H](C)CCCCO[C@@H]1CN(C)C(=O)Nc1cccc2ccccc12 | 62 | -1.6 | 8 | -89*
C[C@H](CO)N1C[C@H](C)[C@@H](CN(C)C(=O)NC2CCCCC2)OCCCC[C@H](C)Oc2ccc(NC(=O)CCCN(C)C)cc2C1=O | 17 | 3.1 | -2 | 10
C[C@@H]1CCCCO[C@@H](CN(C)C(=O)Nc2ccc(F)cc2)[C@H](C)CN([C@@H](C)CO)C(=O)c2cc(NC(=O)C3CCCCC3)ccc2O1 | 44 | -0.4 | 0 | -25
CCNC(=O)C[C@H]1CC[C@@H]2[C@H](COC[C@@H](O)CN2C(=O)Nc2c(C)noc2C)O1 | 28 | 0.2 | x | 4
C[C@@H]1CN([C@@H](C)CO)C(=O)c2cccc(NS(=O)(=O)c3cccs3)c2O[C@H]1CN(C)S(=O)(=O)c1ccc(F)cc1 | 4 | 1.6 | -18 | 34
CN1CCN(C(=O)C[C@@H]2CC[C@@H]3[C@H](COC[C@H](O)CN3Cc3cccc(F)c3)O2)CC1 | 38 | -2.7 | 3&-11 | x
COc1cccc(-c2cnc3c(c2)C(=O)N([C@H](C)CO)C[C@H](C)[C@H](CN(C)S(=O)(=O)c2ccc(C)cc2)O3)c1 | 87 | -0.8 | -4 | -25
CCCN1C[C@@H](C)[C@H](OC)CN(C)C(=O)c2cc(NC(=O)c3cnccn3)ccc2OC[C@H]1C | -80 | 0.3 | x | -6
O=C(C[C@@H]1CC[C@H]2[C@@H](COC[C@H](O)CN2C(=O)c2ccccc2)O1)Nc1ccccc1 | x | -0.2 | 24&-8 | 18
COCCNC(=O)C[C@H]1C[C@H]2c3cc(N(C)C)ccc3O[C@H]2[C@@H](CO)O1 | x | 17 | 0 | 8
CN1C(=O)c2cc(NC(=O)c3cccc(F)c3)ccc2OC[C@H]2O[C@H](CC(=O)O)CC[C@@H]21 | 19 | -0.7 | -5 | 4
COc1cccc(-c2ccc(C3[C@H]4CNC[C@@H]3N4Cc3nccs3)cc2)c1 (stereo partly specified) | x | 1.8&-0.6 | 1&12 | -5&12
C[C@@H]1CN([C@H](C)CO)C(=O)c2cc(NC(=O)Cc3cn(C)c4ccccc34)ccc2O[C@@H]1CN(C)S(=O)(=O)c1cccs1 | 34 | 1.5 | x | 4
CN(C)C(=O)[C@@H]1[C@@H](CO)[C@@H]2Cn3c(ccc(-c4ccncc4)c3=O)[C@H]1N2C(=O)NC1CCCC1 | x | -0.2 | -1 | 72
COCC(=O)N1CC2(C1)CN(Cc1ccccc1F)[C@@H](CO)c1[nH]c3cc(OC)ccc3c12 | x | 0.9 | 8 | -88*
O=C(CC1CC1)Nc1ccc2c(c1)[C@@H]1C[C@H](CC(=O)NC3CCCCC3)O[C@H](CO)[C@@H]1O2 | 30 | 0.1 | 5 | 10
CO[C@H]1CN(C)C(=O)c2ccc(NS(C)(=O)=O)cc2OC[C@@H](C)N(C(=O)c2ccc3c(c2)OCO3)C[C@@H]1C | 22 | 0.7 | -3 | -4
C[C@H]1CN([C@@H](C)CO)C(=O)c2cc(NC(=O)c3ccncc3)ccc2O[C@@H]1CN(C)S(=O)(=O)c1ccc(F)cc1 | 18 | 0.1 | -1 | 1
CO[C@H](CN(C)S(=O)(=O)c1cccc(Cl)c1)[C@@H](C)CN(C(=O)Nc1ccccc1F)[C@H](C)CO | 4 | -2.0 | x | -32
C[C@@H]1CN([C@@H](C)CO)C(=O)c2cc(C#CCN(C)C)cnc2O[C@@H]1CN(C)C(=O)Nc1ccccc1F | -124 | 5.9 | 5 | 16
COCC(=O)Nc1ccc2c(c1)C(=O)N(C)C[C@H](OC)[C@@H](C)CN(Cc1ccccc1)[C@@H](C)CO2 | 24 | 0.2 | x | -30
CNC[C@H]1Oc2ncc(Br)cc2C(=O)N([C@H](C)CO)C[C@H]1C | x | 0.5 | 2 | 45
Cc1noc(C)c1S(=O)(=O)Nc1ccc2c(c1)C(=O)N([C@H](C)CO)C[C@@H](C)[C@H](CN(C)C(=O)NC(C)C)OCCCC[C@@H](C)O2 | -29 | -2.2 | 7 | 8
COCC(=O)Nc1ccc2c(c1)OC[C@H](C)N(C(=O)c1ccccc1)C[C@@H](C)[C@@H](OC)CN(C)C2=O | 27 | -0.5 | x | -4
C[C@H]1CN([C@@H](C)CO)C(=O)c2cc(C#CC3(O)CCCC3)cnc2O[C@@H]1CN(C)C(=O)C1CC1 | 10 | 0.6 | x | 32
C[C@H](CO)N1C[C@H](C)[C@H](CN(C)C(=O)C2CCOCC2)Oc2ncc(C3=CCCCC3)cc2C1=O | 53 | 0.6 | -5 | 0
O=C(c1cnccn1)N1CC2(C1)[C@@H](c1ccccc1)[C@@H](CO)N2C(=O)c1ccccc1 | x | 1.2 | 6 | 10
C[C@@H]1CN([C@H](C)CO)C(=O)c2cc(C#CCN(C)C)cnc2O[C@@H]1CN(C)C(=O)c1cnccn1 | 29 | 3.4 | -2 | 68
CCC(=O)NC[C@H]1[C@H](c2ccc(-c3cccc(F)c3)cc2)[C@H](CO)N1C(=O)CC | 12 | 0.9 | -9 | -3
C/C=C/c1ccc2c(c1)O[C@@H](CN(C)CC1CCOCC1)[C@@H](C)CN([C@@H](C)CO)S2(=O)=O | x | -0.1 | -2 | -14
Cc1ccc(S(=O)(=O)N(C)C[C@H]2OCCCC[C@@H](C)Oc3ccc(NC(=O)Nc4c(C)noc4C)cc3C(=O)N([C@H](C)CO)C[C@H]2C)cc1 | x | 4.9 | -4 | -66
CCCN1[C@@H]2c3ccc(-c4cccnc4)c(=O)n3C[C@@H]2[C@@H](CO)[C@@H]1C(=O)NCCCN1CCOCC1 | -37 | 2.1 | -2 | -17
Cc1cc(C(=O)Nc2cccc3c2O[C@@H](CN(C)C(=O)Nc2ccc(C(F)(F)F)cc2)[C@@H](C)CN([C@@H](C)CO)C3=O)n(C)n1 | 52 | -1.1 | 10 | -19
CCCC#Cc1cnc2c(c1)C(=O)N([C@H](C)CO)C[C@@H](C)[C@H](CN(C)Cc1ccccc1)O2 | 8 | -1.7 | -3 | -46
C[C@@H]1CN([C@H](C)CO)C(=O)Cc2cc(NC(=O)Cc3ccccc3)ccc2O[C@@H]1CN(C)C(=O)Nc1ccc(C(F)(F)F)cc1 | 24 | -1.1 | 3 | 32
O=C(C1CCOCC1)N1C[C@H]2[C@@H](c3ccccc31)[C@H](CO)N2C(=O)Nc1cccc(F)c1 | 9 | 3.1 | 4 | -10
Cc1noc(C)c1S(=O)(=O)N(C)C[C@H]1OCCCC[C@H](C)Oc2ccc(NS(=O)(=O)c3ccccc3)cc2C(=O)N([C@H](C)CO)C[C@H]1C | x | -0.7 | -13 | -61
C[C@H](CO)N1C[C@H](C)[C@H](CN(C)C(=O)C2CC2)Oc2cc(C#Cc3ccncc3)ccc2S1(=O)=O | 105* | 1.1 | x | -56
COc1ccc(C#Cc2ccc([C@@H]3[C@H](CO)N4C(=O)CN(C(C)=O)C[C@@H]34)cc2)cc1 | x | 0.6 | -7 | 4
COc1cccc(S(=O)(=O)N(C)C[C@H]2Oc3ncc(C#CC(C)C)cc3C(=O)N([C@@H](C)CO)C[C@H]2C)c1 | 109* | -0.5 | -7 | -13
Cc1noc(C)c1NC(=O)Nc1cccc2c1O[C@H](CN(C)S(=O)(=O)c1cccs1)[C@H](C)CN([C@@H](C)CO)C2=O | -40 | -1.1 | x | 6
C[C@@H]1CN([C@@H](C)CO)C(=O)c2cccc(NC(=O)c3nc4ccccc4s3)c2O[C@@H]1CN(C)C(=O)NC1CCCCC1 | 8 | 0.2 | x | -45
C[C@@H]1CN([C@@H](C)CO)C(=O)c2cc(N(C)C)ccc2O[C@@H](C)CCCCO[C@@H]1CN(C)Cc1ccc2c(c1)OCO2 | 101*! | 4.1 | 5&1 | -30&-23&-68
CO[C@H]1CN(C)C(=O)c2ccc(NS(=O)(=O)c3ccc(Oc4ccccc4)cc3)cc2OC[C@H](C)NC[C@H]1C | -35 | -1.1 | x | 7
CCCNC(=O)N(C)C[C@@H]1Oc2cc(-c3cccnc3)ccc2S(=O)(=O)N([C@@H](C)CO)C[C@@H]1C | -8 | 30* | 3 | 7
CCCC(=O)Nc1ccc2c(c1)OC[C@@H](C)N(C(=O)CC1CC1)C[C@@H](C)[C@@H](OC)CN(C)C2=O | 33 | 1.1 | x | 22
Cc1ccccc1S(=O)(=O)N1C[C@H](O)COC[C@@H]2O[C@@H](CC(=O)N3CCC(Cc4ccccc4)CC3)CC[C@H]21 | 49 | 1.1 | -6 | -40
O=C(NC[C@@H]1N[C@@H](CO)[C@H]1c1ccc(-c2cccnc2)cc1)C1CCCC1 | 60 | 0.1 | 16 | 4
The results go on.
SMILES | Tcruzi prolif | KDM4C inh | C diff growth | Pf Dd2 growth
O=C(NCCc1ccccc1)[C@H]1[C@H](CO)[C@H]2Cn3c(cccc3=O)[C@H]2N1Cc1ccccc1 | -38 | 2.2 | 1 | x
CN1C(=O)c2cc(NC(=O)c3cnccn3)ccc2OC[C@H]2O[C@@H](CC(=O)NC3CCC3)CC[C@@H]21 | 13 | -0.6 | -3 | -5
COc1ccc(CN(C)C[C@@H]2OCCCC[C@@H](C)Oc3ccc(NC(=O)CCCN(C)C)cc3C(=O)N([C@H](C)CO)C[C@H]2C)cc1 | 1 | 2.3 | -6 | -38
CCNC(=O)[C@H]1[C@H](CO)[C@H]2Cn3c(ccc(-c4ccccc4)c3=O)[C@@H]1N2C(=O)C1CC1 | -4 | -1.7 | -3 | 8
CCCNC(=O)N(C)C[C@H]1Oc2ncc(Br)cc2C(=O)N([C@@H](C)CO)C[C@@H]1C | x | -1.0 | 4 | -2
C[C@@H]1CCCCO[C@@H](CN(C)Cc2ccc(C(=O)Nc3ccccc3N)cc2)[C@@H](C)CN([C@H](C)CO)C(=O)c2cc(NC(=O)Nc3ccc4c(c3)OCO4)ccc2O1 | 52 | -0.5 | 13 | -78
CO[C@@H]1CN(C)C(=O)c2ccc(NC(=O)c3ccccc3)cc2OC[C@H](C)N(C(=O)CN(C)C)C[C@@H]1C | -8 | 1.1 | x | 23
CCC(=O)N1CC2(C1)CN(Cc1nccs1)[C@H](CO)c1c2c2ccc(OC)cc2n1C | x | 0.0 | -1 | -9
COC(=O)C[C@H]1CC[C@H](NS(=O)(=O)c2ccccc2F)[C@H](CO)O1 | 15 | -1.3 | x | 16
O=C(N[C@@H]1CC[C@H](CCNC(=O)C2CCOCC2)O[C@@H]1CO)c1ccncc1 | 9 | x | x | -17
Cc1noc(C)c1S(=O)(=O)Nc1ccc2c(c1)C(=O)N([C@H](C)CO)C[C@H](C)[C@@H](CN(C)CC1CCCCC1)O2 | -9 | -0.8 | -1 | 53
CC(C)C#Cc1cnc2c(c1)C(=O)N([C@H](C)CO)C[C@@H](C)[C@@H](CN(C)C(=O)Cc1ccccn1)O2 | -51 | x | -1 | -29
N#C[C@@H]1[C@H](c2ccc(C#CCC3CCCC3)cc2)[C@@H](CO)N1C(=O)c1ccccn1 | 100* | -4.1 | -1 | -36
C[C@H](CO)N1C[C@H](C)[C@@H](CN(C)C(=O)Nc2ccc3c(c2)OCO3)Oc2ccc(NC(=O)C3CCCCC3)cc2C1=O | 23 | -0.9 | 0 | 4

Single records (already shown). Values in the order: Tcruzi prolif | KDM4C inh | C diff growth | Pf Dd2 growth
Record of C[C@@H]1CN([C@@H](C)CO)C(=O)c2cc(N(C)C)ccc2O[C@@H](C)CCCCO[C@@H]1CN(C)Cc1ccc2c(c1)OCO2 → 101*! | 4.1 | 5&1 | -30&-23&-68
Record of C[C@H]1CN([C@@H](C)CO)C(=O)c2cc(NC(=O)c3ccncc3)ccc2O[C@@H]1CN(C)S(=O)(=O)c1ccc(F)cc1 → 18 | 0.1 | -1 | 1
Record of O=C(N[C@@H]1CC[C@H](CCNC(=O)C2CCOCC2)O[C@@H]1CO)c1ccncc1 → 9 | x | x | -17
Record of Cc1ccc(S(=O)(=O)N(C)C[C@H]2OCCCC[C@@H](C)Oc3ccc(NC(=O)Nc4c(C)noc4C)cc3C(=O)N([C@H](C)CO)C[C@H]2C)cc1 → x | 4.9 | -4 | -66
